RmlCD inh 1536 – M. tuberculosis RmlC/RmlD inhibition | P9WH09+P9WH11 | RmlC+RmlD coupled enzyme assay, percent inhibition; primary screen in compound mixtures | inhibition, % at 3.6 µM | hit rate 0.03% among 160,000 | AID 1533; in the data active = inhibition mostly above about 34%, no sharp cut-off; also: some results filed as inactive read as strong as hits
Target sequence (P9WH09 whole entry, looked up): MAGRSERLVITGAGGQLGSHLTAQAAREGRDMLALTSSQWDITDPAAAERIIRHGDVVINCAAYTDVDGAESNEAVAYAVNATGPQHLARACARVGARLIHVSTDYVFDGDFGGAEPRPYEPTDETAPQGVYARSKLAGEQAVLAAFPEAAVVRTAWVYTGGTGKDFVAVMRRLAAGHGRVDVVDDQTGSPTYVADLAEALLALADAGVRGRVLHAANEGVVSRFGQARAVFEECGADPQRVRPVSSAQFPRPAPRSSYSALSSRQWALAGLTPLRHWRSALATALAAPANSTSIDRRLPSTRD
Target sequence (P9WH11 whole entry, looked up): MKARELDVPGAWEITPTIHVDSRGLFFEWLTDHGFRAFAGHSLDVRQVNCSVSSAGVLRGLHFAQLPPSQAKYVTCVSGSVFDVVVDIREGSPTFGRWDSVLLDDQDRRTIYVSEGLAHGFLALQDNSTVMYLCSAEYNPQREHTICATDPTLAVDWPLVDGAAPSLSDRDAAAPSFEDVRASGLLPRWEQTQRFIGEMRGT
M. tuberculosis GlmU – inhibition of mycobacterial GlmU enzyme – biochemical, glucosamine-1-phosphate acetyltransferase (AID 1376) | M. tuberculosis GlmU acetyltransferase enzyme assay; higher % means a stronger effect | inhibition, %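 (tested at 30 µM in the primary screen)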, or IC50 in µM where a hit was titrated | hit rate 0.25% among 220,000; in the data active = inhibition above about 13%;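 also: 0% = complete reaction with vehicle and 100% = reaction without substrate; strong numbers were not always called active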
* = called active by the depositor; . = no result given. The list is partial; count on the stated rates, not on these rows.

Second line of a record: RmlCD inh 1536, M. tuberculosis GlmU
> Cc1c2c(nc3c(C(=O)NC4CCCC4)cnn13)CCCC2
  -6, -0.8%
> CN1CCC(N(C)CC(=O)Nc2ccccc2N2CCOCC2)CC1
  ., -6.2%
> CC[n+]1c(C)n(-c2ccccc2)c2ccc(NC(C)=O)cc21
  39, -1.9%
> CCOc1ccc(S(=O)(=O)NCc2ccccc2Cl)cc1C(N)=O
  18, 1.6%
> CC1CN(S(=O)(=O)c2ccc(NC(=O)CCN3C(=O)c4ccccc4C3=O)cc2)CC(C)O1 (stereo unspecified)
  5, .
> O=C1CC2(CCCCC2)Oc2ccc(OCC(=O)N3CCOCC3)cc21
  4, 0.1%
> COC(=O)c1[nH]c2ccc(F)cc2c1NC(=O)CCN1CCN(Cc2ccc3c(c2)OCO3)CC1
  16, 2.0%
> CCOc1ccc(CCNC(=O)C(C)n2nc(C)n3c(cc4occc43)c2=O)cc1OCC (stereo unspecified)
  1, 1.7%
> Cc1ccnc(NC(=O)CCC(=O)N(CC(=O)NC2CCCCC2)Cc2cccs2)c1
  -2, 4.0%
> Nc1nc(N)c(Cc2ccc(Cl)cc2Cl)c(N)n1
  -4, 1.4%
> O=C(COc1ccc(Cl)cc1)NNC(=O)C(=O)N1CCCCC1
  -3, -1.8%
> CC1CC(C)CN(C(=O)CSc2nc3ccsc3c(=O)n2Cc2ccccn2)C1 (stereo unspecified)
  6, -2.0%
> CN(C)c1ccc(/C=N/Nc2cc(N3CCOCC3)nc(N3CCOCC3)n2)cc1
  9, -10%
> O=c1[nH]n(-c2ccc(Cl)cc2)c(=O)c(Cl)c1Cl
  2, 3.0%
> COC(=O)c1sccc1NC(=O)/C=C/C(=O)O
  20, -2.5%
> NNC(=O)c1cccc(COc2ccc(Br)cc2)c1
  1, 1.1%
> COc1ccccc1OCC(=O)O/N=C(\N)c1ccccn1
  -7, 3.6%
> COC(=O)CC1=NN(c2ccc(OC)cc2)C(=O)C1
  ., 1.7%
> C=CCOc1ccc(C2NC(=O)NC(C)=C2C(=O)OC)cc1 (stereo unspecified)
  ., -0.7%
> O=C1/C(=C/c2ccco2)Oc2c1ccc(O)c2CN1CCCCC1
  ., 4.7%
> Cc1cc(C)cc(-c2nnc(SCC(=O)N3CCN(C(=O)c4ccco4)CC3)o2)c1
  -7, 8.7%
> Cc1nnc(SC(C(=O)c2ccccc2)c2ccccc2)[nH]c1=O (stereo unspecified)
  ., 0.6%
> CC(C)c1ccc(O)c(NC(=S)NC(=O)c2cccnc2)c1
  1, -4.1%
> O=C1c2ccccc2C(=O)N1CCCCSc1nc2ccccc2o1
  -2, 0.5%
> CCCNC(=O)NCCc1c(C)[nH]c2ccccc12
  9, -1.3%
> Cc1cc(C)n(C2CCCCC2OC(=O)c2ccccc2)n1 (stereo unspecified)
  ., 2.8%
> Cc1cccc(NC(=O)NCc2ccc3[nH]c(C)cc3c2)c1
  1, -3.1%
> CCOc1ccccc1-n1c(SCC(=O)N2CCCC2)nnc1-c1ccc(O)cc1
  11, -0.1%
> N#CCSc1nc2cc(C(=O)N3CCC(C(N)=O)CC3)ccc2c2nc3ccccc3n12
  -7, 3.6%
> CC(C)(C)NC(=O)COc1ccc(CNCc2cccnc2)cc1
  3, -1.6%

Second line of a record: RmlCD inh 1536, M. tuberculosis GlmU
> COc1cc2[nH]c(=O)n(Cc3ccc(C(=O)NC4CCCC4)cc3)c(=O)c2cc1OC
  0, -1.4%
> NC(=O)C(c1cccc(Cl)c1)c1ncc(C(F)(F)F)cc1Cl (stereo unspecified)
  12, 0.1%
> O=C(Cc1ccccc1)Nc1ccc(NC(=O)c2cccc(Cl)c2)cc1
  -5, 1.8%
> CCOc1ccccc1N1CCN(C(=O)CC(C)(C)C)CC1
  9, 0.9%
> CC(C)[C@H](NC(=O)c1ccccc1)C(=O)OCC(=O)NCc1ccc(F)cc1
  5, -5.7%
> O=C(NC1=NCCS1)c1ccc(Cl)s1
  -5, 2.0%
> COc1ccc(-c2noc(CSc3nnc(-c4ccncc4)n3-c3ccc(F)cc3)n2)cc1OC
  ., -3.0%
> COc1ccc(S(=O)(=O)Nc2ccccc2C(=O)NC(C)(C)C)cc1OC
  -11, -6.6%
> O=C(CSc1ncnc2ccccc12)Nc1cc(S(=O)(=O)N2CCCCC2)ccc1Cl
  9, -3.5%
> CCOc1c(CNCCNC(=O)c2nonc2N)cccc1OC
  ., -2.9%
> COC(=O)c1cc(OC)c(OC)cc1NC(=O)c1ccco1
  -6, 0.2%
> CCn1cc(C(=O)OCC(=O)Nc2cc(S(=O)(=O)N(C)C)ccc2C)c(=O)c2ccc(C)nc21
  ., -0.8%
> CCCOc1cccc(C2C(C(=O)c3cccs3)=C(O)C(=O)N2Cc2cccnc2)c1 (stereo unspecified)
  -2, 4.0%
> O=C1[C@@H]2C(c3ccc(F)cc3)=NO[C@@H]2C(=O)N1Cc1ccccc1
  70, 1.7%
> CC1CCN(C(=O)CSc2nc3ccccc3c(=O)n2Cc2ccc3c(c2)OCO3)CC1
  -3, 6.0%
> Cc1ccc(NC(=O)Cc2ccc(Cl)c(Cl)c2)cc1S(=O)(=O)N(C)C
  -10, 3.9%
> CC(NC(=S)Nc1ccc(OC(F)F)cc1OC(F)F)C(C)(C)C (stereo unspecified)
  ., -3.3%
> Cc1ccc(OCC2Cn3c(nc4c3c(=O)[nH]c(=O)n4C)O2)cc1 (stereo unspecified)
  -3, -1.4%
> Nc1nc(-c2cccnc2)nn1S(=O)(=O)c1ccccc1
  ., 3.8%
> CCOC(=O)Cn1nc(C)c(NC(=O)CCc2ccc(OC)cc2)c1C
  -10, -1.2%
> CC(=O)Nc1ccc(OCC(O)Cn2c(CO)nc3ccccc32)cc1 (stereo unspecified)
  -4, 3.0%
> CCNC(=O)NC(=O)C(C)On1nnc2ccc(S(=O)(=O)N(CC)CC)cc21 (stereo unspecified)
  3, -1.1%
> Cc1cc(C)c2oc(C(=O)NCCc3ccc(S(N)(=O)=O)cc3)cc(=O)c2c1
  -8, 1.3%
> N#Cc1c(-c2cccs2)cc(-c2cccs2)[nH]c1=O
  10, 1.9%
> Cc1cc(Nc2cccc([N+](=O)[O-])c2)c2ccccc2n1
  -13, -5.2%
> COc1ccc(Nc2ccc(N3C(=O)CCC3=O)cc2[N+](=O)[O-])cn1
  -15, 2.7%
> CCn1cc(CNC(=O)/C=C/c2cnn(C)c2)c(C)n1
  -10, -0.6%
> COC(=O)c1c(C)oc(C)c1S(=O)(=O)N1CCOCC1
  -5, 4.4%
> CN1CCN(c2ncnc3c2cnn3-c2ccc(Cl)cc2)CC1
  0, -4.7%
> O=C(CSc1nnnn1C1CCCC1)Nc1ccccc1N1CCOCC1
  5, -3.9%

Second line of a record: RmlCD inh 1536, M. tuberculosis GlmU
> COc1ccc(N(CC(=O)NCc2ccc3c(c2)OCO3)S(C)(=O)=O)cc1OC
  16, 4.0%
> CSCC[C@H](NC(=O)OC(C)(C)C)C(=O)N/N=C/c1ccc2nccnc2c1
  12, -6.4%
> N#Cc1ccc(Oc2cccnc2)cc1C#N
  8, 2.3%
> COC(C(=O)Nc1ccc(F)cc1F)c1ccccc1 (stereo unspecified)
  ., -0.3%
> COC(=O)c1ccc(C(=O)OC)c(NC(=O)COC(=O)C2CC2C)c1 (stereo unspecified)
  -9, .
> Cc1ccc(NC(=S)N2CCCCCC2)cc1
  -6, -0.1%
> CC(C)C(=O)Nc1ccccc1N1CCN(S(C)(=O)=O)CC1
  10, -2.3%
> CSc1ccccc1NC(=O)CN(C)CC(=O)Nc1ccccc1F
  -9, -3.0%
> CSc1nnc(C)c(/C=C/NOCc2ccc(Cl)cc2)n1
  10, -4.5%
> Cc1c(N2C(=O)C(=O)/C(=C(/O)c3ccccc3)C2c2ccc(F)cc2)c(=O)n(-c2ccccc2)n1C (stereo unspecified)
  24, -0.8%
> CCNS(=O)(=O)c1c(C)cc(C)c(N(C)S(=O)(=O)c2ccccc2)c1C
  -12, -5.4%
> Cn1cc([N+](=O)[O-])c(C(=O)Nc2ccn(C34CC5CC(CC(C5)C3)C4)n2)n1
  0, 2.2%
> COc1ccc(OCc2cccc(C(=O)O)c2)cc1
  8, -3.3%
> Cc1sc2ccccc2[n+]1CCC(C)S(=O)(=O)[O-] (stereo unspecified)
  -9, 2.1%
> O=C(COc1ccc2c(C(F)(F)F)cc(=O)oc2c1)Nc1ccc2c(c1)OCCO2
  ., -2.8%
> O=[N+]([O-])c1cccc(OCc2cn3cccnc3n2)c1
  -7, 1.7%
> CCOC(=O)C1(CCc2ccccc2)CCN(C(=O)C2=C(C)OCCO2)CC1
  5, 2.4%
> CC1(C)C(=O)Nc2ccccc2N1C(=O)CSc1nnc2c(Cl)cc(Cl)cn12
  4, 6.8%
> Cc1ccc(C)c2[nH]c(=O)c(C(c3nnnn3C(C)(C)C)N3CC=C(c4ccc(F)cc4)CC3)cc12 (stereo unspecified)
  -1, 7.2%
> c1ccc2c(c1)CCNC2c1ccncc1 (stereo unspecified)
  15, -0.7%
> CC1=C(C(=O)O)N2C(=O)C(NC(=O)c3nn(C)cc3[N+](=O)[O-])C2SC1 (stereo unspecified)
  7, -1.9%
> Cc1nnc(SCC(=O)NCC2CCCO2)n1-c1ccccc1 (stereo unspecified)
  ., 2.5%
> COc1ccc(-c2[nH]ncc2-c2cnn(-c3ccccc3)c2)c(O)c1
  6, 4.4%
> CCC(=O)Nc1nnc(-c2ccc(Cl)s2)o1
  -39, -1.1%
> S=C(Nc1ccccc1)Nc1cccc(Cl)c1Cl
  ., -0.1%
> CCOC(=O)C1CCN(CC(=O)Nc2c(C(=O)OC)n(C)c3cccc(C)c23)CC1
  11, 2.5%
> COCCCNC(=O)CCC(=O)NNc1nc2ccccc2c2nc(C)nn12
  -7, -0.7%
> CCC(=O)NC(=S)NNC(=O)c1ccc(O)cc1
  -3, -2.7%
> S=c1[nH]nc(CSCc2ccccc2Cl)n1-c1ccccc1
  2, 3.8%
> Cc1cc2ccccn2c1C(=O)c1ccc(Cl)c([N+](=O)[O-])c1
  -9, 1.9%

Second line of a record: RmlCD inh 1536, M. tuberculosis GlmU
> O=C(CSc1ncnc2sccc12)Nc1ccccc1F
  -14, -1.0%
> Cc1ccc(N(Cc2cc(=O)[nH]c3ccccc23)C(=O)c2ccco2)cc1
  ., 2.6%
> O=C(NCc1cccs1)Nc1cc(Cl)ccc1Cl
  -4, -0.3%
> O=C1C2C3C=CC(C3=C3CCCCC3)C2C(=O)N1c1ccccc1 (stereo unspecified)
  ., 2.5%
> Cc1sc(NC(=O)c2ccco2)c(CN2CCN(c3ccccc3)CC2)c1C
  -1, 1.0%
> Cc1ccc(NC(=O)c2nnn(CC(=O)Nc3ccccc3)c2N)cc1C
  13, 0.9%
> CCOc1ccc(S(=O)(=O)Nc2ccc(F)cc2)c(C)c1C
  -5, -5.0%
> CC(C(=O)Nc1ccccc1-c1ccccc1)N1CCN(S(=O)(=O)c2ccccc2)CC1 (stereo unspecified)
  -8, -7.0%
> CCc1nc2ccc(F)cc2c(C(=O)NC2CCCCC2C)c1C (stereo unspecified)
  12, 5.5%
> c1ccc(COc2ccc(-c3csnn3)cc2)cc1
  -4, 2.5%
> CCCCc1ccc(CC(=O)O)cc1
  -7, 6.0%
> COc1ccc(-c2nnc(N3CCCCC3)c3ccccc23)cc1
  ., 6.4%
> CC(=O)c1c(N2CCN(c3ccc(F)cc3)CC2)nc(=S)n(Cc2ccccc2)c1C
  -6, 4.3%
> COc1ccc(OC)c(S(=O)(=O)N2CCCCC2C(=O)O)c1 (stereo unspecified)
  -8, 3.9%
> CCOCCCNC(=O)/C(C#N)=C/c1ccc(Cl)c([N+](=O)[O-])c1
  -1, -5.1%
> Nc1nc(N)nc(-c2ccccc2)n1
  -1, 0.7%
> CCOc1ccc(C2Nc3ccc4ccccc4c3-c3c2c(=O)oc2ccccc32)cc1 (stereo unspecified)
  ., -3.1%
> COc1ccc(N2CCN(C(=O)C(C)(C)Oc3ccc(Cl)cc3)CC2)cc1
  -4, -3.9%
> COC(=O)Nc1csc2c1NC(=O)CCCC2
  -11, 5.9%
> Cc1ccc(NC(=O)CC(C(=O)O)c2ccccc2)cc1 (stereo unspecified)
  6, 2.4%
> O=C(N=NC(=O)c1ccc2c(O)n(CC3CCCO3)c(O)c2c1)c1cccnc1 (stereo unspecified)
  -6, 0.8%

2 neighbouring compounds from above:
Second line of a record: RmlCD inh 1536, M. tuberculosis GlmU
> Cc1c2c(nc3c(C(=O)NC4CCCC4)cnn13)CCCC2
  -6, -0.8%
> CN1CCC(N(C)CC(=O)Nc2ccccc2N2CCOCC2)CC1
  ., -6.2%

4 entries from above in a different format.
> CCOc1ccc(S(=O)(=O)Nc2ccc(F)cc2)c(C)c1C
  RmlCD inh 1536 = -5
  M. tuberculosis GlmU = -5.0%
> COc1ccc(-c2nnc(N3CCCCC3)c3ccccc23)cc1
  RmlCD inh 1536 = .
  M. tuberculosis GlmU = 6.4%
> O=C(N=NC(=O)c1ccc2c(O)n(CC3CCCO3)c(O)c2c1)c1cccnc1 (stereo unspecified)
  RmlCD inh 1536 = -6
  M. tuberculosis GlmU = 0.8%
> CC(C(=O)Nc1ccccc1-c1ccccc1)N1CCN(S(=O)(=O)c2ccccc2)CC1 (stereo unspecified)
  RmlCD inh 1536 = -8
  M. tuberculosis GlmU = -7.0%
